Screens deposited in PubChem by The Scripps Research Institute Molecular Screening Center.
ssDAF-12 act: activates DAF-12 receptor from parasite S. stercoralis; activation, % at 6.8 µM; AID 652126; HEK293 ssDAF-12/GRIP1 lit1-tk-luc reporter, luminescence; % of 3 µM dafachronic acid response; 370,000 tested, 1% active;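 active means activation above the mean over all tested compounds plus 3 SD, cut at about 0.9% in these data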;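 further: 0% = DMSO-only wells and 100% = 3 µM delta7-dafachronic acid wells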
DAX1 inh-1: blocks DAX1 repression of SF-1 activated StAR promoter; HEK293T StAR-luciferase reporter, SF-1/DAX-1 repression relief; inhibition, % at 6.8 µM; 370,000 tested, 1.1% active; AID 652010;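 active means inhibition above the mean over all tested compounds plus 3 SD, cut at about 3.6% in these data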;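 further: 0% = DAX-1 cells with DMSO and 100% = cells lacking DAX-1 with DMSO; higher inhibition means more luminescence from relief of DAX-1 repression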
hgDAF12 agonist: agonists of H. glycines DAF-12 nuclear receptor; AID 687014; HEK293 GAL4-hgDAF12 UAS-luciferase reporter, agonist luminescence; normalized to butyrate control; activation, % at 6.8 µM; 370,000 tested, 1.8% active;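 active means activation above a cutoff set at the mean of all screened compounds plus 3 SD, cut at about 10% in these data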;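 further: 0% = DMSO wells and 100% = sodium butyrate wells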
PLC-gamma1 inh: blocks human PLC-gamma1 enzyme activity. 370,000 tested, 0.84% active. inhibition, % at 12.2 µM. purified PLC-gamma1, fluorogenic substrate, fluorescence. AID 720700. P19174; in the data active means inhibition above about 9.5%
ADAM17 inh: ADAM17 inhibition, QFRET primary screen. 370,000 tested, 0.83% active. P78536. recombinant ADAM17, EDANS/DABCYL FRET peptide cleavage. inhibition, % at 6.95 µM. AID 720648;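 active means inhibition above the mean of compounds lying between control limits plus 3 SD, set per campaign, cut at about 8.5% in these data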;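 further: 0% = DMSO-only wells as the low control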
ADAM10 inh: inhibitors of human ADAM10 | O14672 | recombinant ADAM10, EDANS/DABCYL FRET peptide cleavage, 3 h | inhibition, % at 7 µM | 370,000 tested, 0.62% active;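 active means inhibition above a per-campaign cutoff equal to the mean of compounds falling between control-based bounds plus 3 SD, cut at about 20% in these data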;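 further: 0% = DMSO wells while the 100% control is not disclosed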
PLC-beta3 inh: inhibitors of human phospholipase C beta3 | AID 720704 | inhibition, % at 12.2 µM | Purified PLC-beta3, fluorogenic substrate, fluorescence | Q01970 | 370,000 tested, 0.18% active; in the data active means inhibition above about 11%;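 further: 0% = median of compound wells on plate and 100% = full blocker control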
Target sequence (Q01970 whole entry, looked up): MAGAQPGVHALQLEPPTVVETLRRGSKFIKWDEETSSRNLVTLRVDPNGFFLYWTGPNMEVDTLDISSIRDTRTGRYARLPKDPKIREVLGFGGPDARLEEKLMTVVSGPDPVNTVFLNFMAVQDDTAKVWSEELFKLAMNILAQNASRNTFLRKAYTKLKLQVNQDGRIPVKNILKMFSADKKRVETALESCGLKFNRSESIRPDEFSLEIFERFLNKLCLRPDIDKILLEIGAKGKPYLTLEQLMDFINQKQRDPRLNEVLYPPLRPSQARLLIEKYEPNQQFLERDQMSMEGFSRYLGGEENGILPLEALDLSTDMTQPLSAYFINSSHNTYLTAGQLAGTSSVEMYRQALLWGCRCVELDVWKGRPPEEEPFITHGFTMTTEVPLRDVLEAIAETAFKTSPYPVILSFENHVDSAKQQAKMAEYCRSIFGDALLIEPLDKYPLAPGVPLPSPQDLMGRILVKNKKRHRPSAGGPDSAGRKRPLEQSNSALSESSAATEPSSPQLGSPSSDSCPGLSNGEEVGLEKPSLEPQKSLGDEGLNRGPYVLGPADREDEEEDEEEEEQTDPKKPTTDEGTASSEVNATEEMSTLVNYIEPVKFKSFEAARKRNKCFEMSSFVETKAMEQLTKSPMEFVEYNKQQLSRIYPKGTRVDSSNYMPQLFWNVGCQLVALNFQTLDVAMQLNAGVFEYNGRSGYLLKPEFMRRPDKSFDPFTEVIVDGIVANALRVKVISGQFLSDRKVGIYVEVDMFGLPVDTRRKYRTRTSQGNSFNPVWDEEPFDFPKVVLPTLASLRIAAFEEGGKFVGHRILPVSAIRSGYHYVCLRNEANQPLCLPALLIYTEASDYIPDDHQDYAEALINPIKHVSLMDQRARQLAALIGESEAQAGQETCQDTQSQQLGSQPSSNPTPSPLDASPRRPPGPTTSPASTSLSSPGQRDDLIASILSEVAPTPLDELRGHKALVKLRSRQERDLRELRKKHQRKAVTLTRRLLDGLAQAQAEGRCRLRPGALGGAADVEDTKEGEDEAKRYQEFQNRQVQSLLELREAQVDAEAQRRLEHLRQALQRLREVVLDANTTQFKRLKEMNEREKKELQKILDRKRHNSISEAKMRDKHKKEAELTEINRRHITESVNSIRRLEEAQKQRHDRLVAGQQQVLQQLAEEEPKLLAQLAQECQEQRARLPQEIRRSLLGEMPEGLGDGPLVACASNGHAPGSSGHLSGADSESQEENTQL
DAX1 inh-2: NR0B1 (DAX1) inhibition | P51843 | AID 504766 | 340,000 tested, 0.99% active | inhibition, % at 6.75 µM | HEK293 Gal4-DAX1 luciferase reporter, luminescence;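 active means inhibition above the mean over all tested compounds plus 3 SD, cut at about 4.2% in these data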;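 further: 0% = DAX1-transfected cells with DMSO and 100% = empty-vector control cells with DMSO; inhibition shows as a rise in luminescence from relieved DAX1 repression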
FXN GAA850 act: increases GAA850 frataxin promoter reporter activity. activation, % at 6 µM. HEK293 lucGAA850 FXN promoter luciferase reporter, 24 h; percent of 10 µM SAHA response. 360,000 tested, 0.56% active;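 active means activation above the average of all compounds screened plus 3 SD, cutoff fixed separately per campaign, cut at about 7.5% in these data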;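 further: 0% = DMSO wells and 100% = 10 µM SAHA wells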
hcDAF12 agonist: H. contortus DAF-12 activation, primary screen; HEK293 hcDAF-12 lit1-tk-luc reporter, luminescence; 0% DMSO, 100% Δ7-dafachronic acid; activation, % at 6.8 µM; 370,000 tested, 1.4% active;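 active means activation above the mean of all tested compounds plus 3 SD, cut at about 5.5% in these data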;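 further: 100% = response to 3 µM Δ7-dafachronic acid high control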
sPLA2-III inh: Inhibits HGIII-sPLA2 liposome hydrolysis, primary screen; Q9NZ20; QFRET BODIPY PC-A2 liposome hydrolysis, fluorescence; inhibition, % at 12.2 µM; 370,000 tested, 0.56% active; AID 743126;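 active means inhibition above mean plus 3 SD of compounds lying within the high and low control bounds, cut at about 19% in these data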;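 further: 0% = median of test compound wells and 100% = no enzyme DMSO wells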
Active calls of the source: *; i = inactive; / = not tested or not shown.

SMILES	ssDAF-12 act	DAX1 inh-1	hgDAF12 agonist	PLC-gamma1 inh	ADAM17 inh	ADAM10 inh	PLC-beta3 inh	DAX1 inh-2	FXN GAA850 act	hcDAF12 agonist	sPLA2-III inh
O=C(NCCc1ccccc1)Nc1nnc([C@H]2C[C@H](O)[C@@H](CO)O2)s1	-0.5	-0.1	1.7	0.7	-1.7	2.1	-0.6	/	1.5	1.1	-10.8
CCOc1ccc(-n2c(SCC(=O)Nc3cc(C)on3)nc3c(c2=O)SCC3)cc1	-1.2	-0.1	0.8	3.2	5.1	-6.2	-8.1	0.1	0.2	-1.4	8.9
CCCCOc1ccc(Cn2c(=O)oc3ccccc32)cc1	-1.1	-0.1	1.6	2.1	-4.3	2.5	-5.4	-0.5	2.2	0.1	0.7
CCOCCCNC(=O)c1ccc(CS(=O)(=O)Cc2ccccc2F)o1	-1.3	-0.7	-2.4	-2.7	-5.4	-2.4	-4.7	-0.4	-1.2	0.9	2.1
CCc1ccccc1NC(=O)c1cc(-c2ccc(F)cc2)on1	-2.0	1.1	0.5	1.5	-2.1	1.8	-6.3	-0.1	1.1	-2.9	4.7
Cc1ccc(NC(=S)NC(=O)C2CCCC2)c(Br)c1	-0.2	9.3*	15.2*	2.4	-1.4	-3.8	-4.2	1.4	5.0	6.3*	11.9
COc1ccccc1N1CCN(C(=O)c2c(C)noc2C)CC1	-1.7	0.5	0.0	3.3	1.0	-2.2	-3.9	1.0	-0.7	-2.0	2.4
CN(C)/C=C1/C(=O)N(c2ccc([N+](=O)[O-])cc2)N=C1c1ccccc1	0.2	2.2	8.7	-3.6	1.1	-0.2	-5.7	/	/	5.2	-11.3
O=C(COC(=O)c1ccccc1O)NC(=O)c1ccc(OC(F)F)cc1	-1.0	0.0	-0.5	0.8	-7.0	-13.9	-9.9	0.9	2.3	-0.6	6.8
COc1ccc(CCNC(=O)CSc2nnc(-c3ccccc3)o2)cc1OC	-1.1	-0.9	0.6	1.1	0.1	8.6	2.6	-1.0	-1.9	-1.4	2.4
O=[N+]([O-])c1cc([N+](=O)[O-])c2c(=Nc3ccccc3)n(-c3ccccc3)n(O)c2c1	-1.3	-2.0	0.2	-1.3	4.5	25.0*	-11.0	1.7	-2.5	0.5	34.6*
COc1cccc(-c2nc(CS(=O)(=O)CC(=O)N3CCOCC3)c(C)o2)c1	-1.3	1.1	0.1	-1.6	-6.8	-1.1	-9.4	2.2	2.3	2.6	8.7
Cc1cc2c(=O)[nH]c(Cc3ccccc3)nc2s1	-1.6	0.7	0.8	3.4	0.2	4.9	3.8	-0.1	3.0	-1.3	-1.8
COc1ccc(CCNc2ccc(C)cc2)cc1	-0.4	0.1	-0.1	6.9	5.7	9.2	2.0	-0.3	1.9	0.4	13.2
CC(C)[C@H](NS(=O)(=O)c1ccc(F)cc1F)C(=O)N1CCC[C@H]1C(=O)NCCc1ccccc1Cl	-1.7	0.7	-1.6	3.2	-4.1	-0.8	-1.0	/	/	2.2	-7.3
O=[N+]([O-])c1ccc(-n2nnnc2CN2CCOCC2)cc1	-1.7	-0.2	-2.0	1.0	-2.4	-1.3	3.9	0.8	3.6	-0.5	-2.7
CCSc1ccc2nnc(-c3cccs3)n2n1	-1.7	-0.9	-2.8	-54.5	-3.3	-16.2	-74.2	-0.2	6.0	-1.5	0.0
Cc1cccc(NC(=O)[C@@H]2CCCN2C(=O)OC(C)(C)C)c1	-1.0	0.1	0.1	2.5	-1.5	1.9	-0.2	-0.7	1.0	1.5	7.7
COc1ccc(C(C)=O)c(Oc2ccc(S(=O)(=O)N3CCOCC3)cn2)c1	-1.1	-0.4	3.6	-115.2	-39.5	-114.8	-150.6	-0.3	1.6	0.0	-20.2
COc1ccc(NC(=O)CN(C)C(=O)C(CCSC)NC(=O)c2ccccc2)cc1 (centres undefined)	-1.1	0.5	-0.9	-0.3	3.0	-3.6	-2.6	-0.3	1.1	-0.6	-1.6
Cc1nc2oc3ccccc3c(=O)c2cc1C(=O)O	-0.8	0.3	0.5	2.2	-2.8	-9.8	-4.8	-0.4	0.2	-0.4	1.2
O=C1CCC(CNc2ccccc2)N1c1ccccc1 (centres undefined)	-1.1	/	-2.0	5.0	5.0	9.4	3.1	/	/	0.5	3.2
COc1ccc(-c2nc(C#N)c(NC(C)C)o2)cc1	-1.6	0.1	3.4	-191.5	-330.0	i	-220.4	-0.5	7.2	-0.3	4.5
CCOc1cc(/C=N\NC(=O)Cn2nnc3ccccc32)ccc1O	-1.3	-1.1	-1.1	10.2*	-0.1	-10.3	3.7	-0.6	-0.9	-0.8	1.9

Copied from the list.
PLC-gamma1 inh, COc1ccc(CCNc2ccc(C)cc2)cc1 → 6.9
PLC-beta3 inh, Cc1nc2oc3ccccc3c(=O)c2cc1C(=O)O → -4.8

Next section.
SMILES	ssDAF-12 act	DAX1 inh-1	hgDAF12 agonist	PLC-gamma1 inh	ADAM17 inh	ADAM10 inh	PLC-beta3 inh	DAX1 inh-2	FXN GAA850 act	hcDAF12 agonist	sPLA2-III inh
COC(=O)c1oc2ccc(Cl)cc2c1NC(C)=O	-0.8	0.0	0.3	0.7	-1.0	1.9	-2.7	0.1	1.3	-0.9	-1.1
O=C(Nc1ccc(F)c(Cl)c1)Nc1csc2ccccc12	-1.3	-0.3	2.7	1.3	-1.1	2.8	-4.6	1.7	-1.5	2.7	4.7
COc1ccc(-c2nnc(SCC(=O)c3cccs3)o2)c(OC)c1	-0.5	0.6	7.9	-0.8	-2.8	-0.8	-1.5	0.7	7.8*	2.1	-37.7
CCOc1ccccc1NC(=O)Cn1nnc(C(=O)Nc2ccccc2Cl)c1N	-0.9	-1.1	-3.1	2.6	-2.1	2.3	-1.9	-1.3	2.8	0.4	-23.5
Cc1ccc2c(c1C)NC(=O)CC(c1ccccc1O)=N2	-0.4	0.6	0.3	-63.1	0.2	1.4	-97.0	-2.3	2.9	1.3	-2.1
COc1ccc(CN2CN(C3CCCC3)CSC2=S)cc1	-1.9	1.2	-2.3	1.5	-4.3	0.5	-5.7	-0.2	1.7	0.3	9.5
Nc1ccn(C2C=CC(CO)O2)c(=O)n1 (centres undefined)	-0.7	-0.2	-2.9	-0.7	-4.0	-5.5	0.1	/	/	0.2	3.2
COc1ccc(N2CCN(CC(=O)Nc3cc(C)cc(C)c3)CC2)cc1	-1.3	0.0	-0.1	-0.1	-3.3	-1.3	-5.3	0.2	0.2	0.3	2.7
CCOc1ccc(/C(CCC(=O)O)=N/NC(=O)c2cccc(S(=O)(=O)Nc3ccccc3OC)c2)cc1	-0.6	-1.0	-0.1	-3.7	-2.2	-3.0	-2.1	0.6	-1.1	-0.7	-16.2
CCCCCCn1c(SCC(=O)Nc2cc(C)on2)nc2ccccc2c1=O	-1.6	-0.1	-0.7	1.0	-1.6	-3.8	4.2	-1.1	-1.3	-1.2	3.2
CCOc1cc(NS(=O)(=O)c2ccc(OC)cc2)c(OCC)cc1NC(=O)c1ccco1	-0.9	-0.2	-0.8	-0.9	-2.9	-0.1	-3.6	-0.4	-2.3	-0.2	-0.8
COc1cc([N+](=O)[O-])ccc1NC(=O)C[n+]1cccc(C(C)=O)c1	-0.6	-0.3	1.7	-0.5	0.3	4.8	-1.9	1.1	-0.9	-0.6	-14.9
Cc1cccc(NC(=O)CSc2nc3c([nH]c4ccccc43)c(=O)n2C)c1	0.6	0.7	4.6	4.1	-3.3	2.1	-0.1	-0.7	-1.6	6.0*	5.7
O=C(Nc1ccc(N2CCOCC2)c([N+](=O)[O-])c1)c1ccco1	-0.7	0.6	8.6	2.9	-1.8	-5.1	-0.1	3.0	4.3	0.8	0.0
CCOc1cccc(-c2nnc3n2N=C(c2cc(OC)ccc2OC)CS3)c1	-2.0	-1.4	0.4	-6.2	-3.7	-0.2	-2.0	-0.4	2.8	-1.4	2.5
COc1cccc(-n2cc(-c3ccc(F)cc3)[nH]c2=S)c1	-0.3	1.1	19.6*	-1.6	5.3	11.3	-1.5	2.9	4.8	5.6*	18.3
CCOC(=O)C1CCCN(c2c(NCCN3CCCCC3C)c(=O)c2=O)C1 (centres undefined)	-1.4	-0.3	0.9	0.5	0.3	-3.5	3.4	0.8	0.9	-0.1	-1.1
COC(=O)C(CC(C)C)N(Cc1ccc(Br)cc1)S(=O)(=O)CCl (centres undefined)	-1.4	-1.2	2.9	0.0	2.7	12.6	-1.1	/	/	-2.4	-9.6
O=C(c1nc(-c2ccccc2)n(-c2ccccc2)n1)N1CCN(S(=O)(=O)c2ccccc2)CC1	-1.0	0.1	-1.1	10.6*	0.9	-8.6	3.2	-1.2	2.9	-0.4	-2.2
O=C(O)C1CCC(NSc2ccccc2[N+](=O)[O-])CC1 (centres undefined)	-1.1	0.6	-0.4	-6.5	-0.9	-3.2	-11.1	-0.2	2.5	0.8	2.8
CCCCOc1ccc(C(=O)N/C(=C/C=C/c2ccccc2)C(=O)NC)cc1	-1.7	0.6	2.3	-42.2	-2.0	1.3	-49.6	0.0	3.1	-1.5	-30.9
O=C(Nc1cccc(S(=O)(=O)N2CCCCC2)c1)c1cc2ccccc2o1	-1.4	-0.9	-3.8	-7.3	0.6	-7.9	-14.7	-1.3	1.2	-0.5	-5.9
Cc1cc(Br)ccc1SCC(=O)NCC(c1ccco1)N1CCCCC1 (centres undefined)	-0.3	-0.6	0.0	-0.2	1.5	-0.3	1.2	-1.7	0.0	-1.6	-10.3
CCn1c(=O)n(CC)c2cc(N3CCCC3)c(NC(=O)c3ccccc3)cc21	-1.4	-2.3	-1.2	-46.0	-16.3	-33.4	-73.8	-0.6	1.0	-1.5	0.9
COc1cc(Nc2cc(C)n(-c3ccc(Cl)c(OC)c3)c(=O)c2)ccc1Cl	-1.4	-1.3	-4.6	-173.4	-51.9	-143.6	-232.1	/	/	-1.9	-0.5
COC(=O)c1cn(-c2ccc3c(c2)[C@@]2(CC(=O)N(C)C2c2ccccc2)C(=O)N3CC(C)C)nn1 (some centres undefined)	-1.4	-0.4	-0.2	0.5	2.0	4.2	-0.5	/	/	-0.6	2.0
CC(C)(C)OC(=O)NCCCCCNC(=O)c1[nH]cnc1C(=O)Nc1ccccc1	-1.0	-0.8	-2.5	3.1	5.2	10.6	4.3	-0.9	-0.3	-2.1	-30.3
CCOc1ccc(NC(=O)CCC(=O)N/N=C/c2ccc([N+](=O)[O-])s2)cc1	-1.0	-1.2	3.0	1.2	0.2	1.8	-1.1	-2.1	-1.7	-0.9	-0.9
Cc1nc(C(F)(F)F)ccc1C(=O)N1CCC1(C)C(=O)NS(=O)(=O)c1ccc2ccccc2c1 (centres undefined)	0.1	-0.8	-0.4	1.7	-4.1	-1.5	-4.1	/	0.2	0.1	2.9
CCCCNC(=O)C[C@H]1C[C@@]2(C(=O)OC)C(=C[C@H](C(C)C)O[C@@H]2C2CC2)N(Cc2ccc3c(c2)OCO3)C1=O	-2.0	0.3	-2.2	0.8	-3.0	1.7	1.2	/	/	-2.6	-2.5
